# Compound activity deposited in PubChem BioAssay by University of Glasgow.
# HCT116 survival: survival after telomere uncapping, modulators, primary screen, cell-based (AID 1259312); fold change at 10 µM; HCT116 + Ad-hTR-mut, survival, MTT, 5 d; active compounds read high; 4,500 tested, 4.5% active;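 active means cell survival measured by absorbance rises more than 2.5-fold over infected cells without compound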;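 further: virus expresses mutant telomerase RNA that uncaps telomeres and kills cells; compound added 2 days after infection so exposure lasts 3 days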
# * hit, by the source's call; i = inactive; + = active, no number. Only part of the results is shown, so the mix of outcomes need not match the whole.
SMILES,HCT116 survival
CSc1nc2ccccc2n1CC(N)=O,1.7
CNC(=O)Oc1ccc2c(c1)C1(C)CCN(C)C1N2C (configuration not stated),-1
CCOC(=O)c1sc(N)nc1C,1.8
NS(=O)(=O)c1ccc(CNS(=O)(=O)c2ccc(Cl)cc2)cc1,1.1
Cc1ccc2c(c1)c1c3n2CCN(c2nc(-c4ccc(Cl)cc4)cs2)C3CCC1 (configuration not stated),1.4
S=c1nc(-c2ccccc2Cl)[nH][nH]1,-1.2
CC(=O)N1c2ccccc2C2(C)C(C1(C)C)C2(Cl)Cl (configuration not stated),4.2*
CC(C)COC(=O)N1CCCC1C(=O)Nc1ccc(Cl)cc1 (configuration not stated),-1.6
CC(=O)OC[C@H]1O[C@@H](n2cc(C)c(=O)[nH]c2=O)C[C@@H]1OC(C)=O,-1.5
CSc1nnc(-c2cc3ccccc3cc2O)n1C,i
O=c1c2ccccc2nc(NN=C2C3CC4CC(C3)CC2C4)n1-c1ccccc1,1
CCCCCCCCCn1c(CCCc2nc3ccccc3n2CCCCCCCCC)nc2ccccc21,-2.1
O=S(=O)(c1ccc2ccccc2c1)N1CCc2cc(Br)ccc21,-1.1
C#CCOC(C)n1cccc1-c1ccccc1 (configuration not stated),-1.4
O=S(=O)(Nc1ccc(S(=O)(=O)Nc2ccccc2Cl)cc1)c1ccc2c(c1)OCCO2,-1.1
CO[C@H]1/C=C/O[C@@]2(C)Oc3c(C)c(O)c4c(O)c(c(C=O)c(O)c4c3C2=O)NC(=O)/C(C)=C\C=C\[C@H](C)[C@H](O)[C@@H](C)[C@@H](O)[C@@H](C)[C@H](OC(C)=O)[C@@H]1C,1.1
O=C(O)C(=O)Cc1c[nH]c2ccccc12,-1.2
CCOC(=O)c1c(N)sc2c1CCN(C)C2,1.5
COc1cc(-c2nnc(CSc3ncccn3)o2)cc(OC)c1OC,-1.4
S=c1[nH]ccn1-c1ccccc1,1
CC(C)=CCNc1ncnc2nc[nH]c12,-1.3
Cc1cc2nc(-c3ccc(N)cc3)oc2cc1C,-1.5
NNC(=O)c1cccc(C(=O)NN)n1,2.7*
CCOC(=O)C1=C(C)NC2=C(C(=O)CCC2)C1c1cc(Br)c(CC)s1 (configuration not stated),-2.9
FC(OC(F)(F)F)c1nc2ccccc2[nH]1 (configuration not stated),1.2
CC1=C(Cl)c2ccc(Cl)cc2S1(=O)=O,-1.4
O=C(CSc1ncnc2ccccc12)NC1CCSC1=O (configuration not stated),-1
CCCCNC(=S)N(C1CCCCC1)C1CCCCC1,-1.8
CC(C)CCNS(=O)(=O)c1cc(Cl)ccc1Cl,1.3
COn1c(=S)[nH]c2ccccc2c1=O,-4.4
O=[N+]([O-])c1ccc(-c2nc(=S)[nH][nH]2)cc1,-1.2
Cn1c(=O)oc2ccc(S(=O)(=O)N3CC(=O)Nc4ccccc43)cc21,1.1
COc1ccc(C2NN=C(c3ccccc3)S2)c2ccccc12 (configuration not stated),2
COc1cc2c3cc1Oc1c(OC)c(OC)cc4c1[C@@H](Cc1ccc(O)c(c1)Oc1ccc(cc1)C[C@@H]3N(C)CC2)N(C)CC4,-1.6
CN1CCN(S(=O)(=O)c2ccc(Br)cc2)CC1,3.8*
CCN1CCN(c2cc3c(cc2F)c(=O)c(C(=O)O)cn3C2CC2)CC1,1.8
CC(C)(O)/C(=C/C#N)n1cccn1,-1.1
c1ccc(-c2nc3ccccc3nc2-c2ccccc2)cc1,-1
COc1ccc(Oc2ccc(Cl)c(Cl)c2)c(N)c1,-1.2
N#CCSc1n[nH]c(=O)[nH]c1=O,-1
N=C(N)SCc1ccc(Cl)cc1Cl,-1.4
O=C(CC(=O)NCCO)NCCO,1
Nc1ncnc2nc(Sc3ncnc4ccccc34)[nH]c12,-1.4
N=C(N)SCc1ccc(Cl)cc1,2.7*
O=C1/C(=C\N2CCN(c3ccc(F)cc3)CC2)SC(=S)N1c1ccc(F)cc1,-2.2
CNCC1COCCO1 (configuration not stated),-2
O=C(Nc1nc2c(s1)CCCC2)C1CC(=O)N(c2ccc(F)cc2)C1 (configuration not stated),-2.4
Oc1ccc(Br)cc1/C=N/c1ccccn1,i
CCCCc1sc(-c2c(C#N)c(N)nc3c2CCCCC3)cc1Br,-1.2
c1ccc2oc(SCCSc3nc4ccccc4o3)nc2c1,-1
O=C(Nc1ccc(Cl)c(Cl)c1)OC1CC2CCC13CCCC23 (configuration not stated),-1.4
Cc1nnc(NN=C(C(=O)O)C(=O)O)[nH]c1=O,i
CC(=O)OC1CCC2(C)C(=CCC3C2CC[C@]2(C)C(C(C)=O)CCC32)C1 (some centres not stated),1.3
Oc1c(Br)cc(Br)cc1C=Nc1ccc(Cl)cc1Cl,+
CC(=NCCN1CCNCC1)C1=C(O)CC(C)(C)CC1=O,i
CN(C)S(=O)(=O)Nc1ccc2c(c1)Cc1ccccc1-2,-1.2
C[N+]1(CCOCc2ccccc2)CC[N+](C)(CCOCc2ccccc2)CC1 (configuration not stated),-1.4
O=[N+]([O-])c1ccc(SC2CCCCC2)c(C2SCCS2)c1,1.9
Cc1cc(C)c2c(Cl)ccc(Cl)c2n1,-1.7
O=C1NC(=O)/C(=C\c2ccc(-c3cccc(C(F)(F)F)c3)o2)S1,-1.8

# Copied from the list.
# O=C(Nc1ccc(Cl)c(Cl)c1)OC1CC2CCC13CCCC23 (configuration not stated) in HCT116 survival: -1.4
# O=C(CC(=O)NCCO)NCCO in HCT116 survival: 1
# CCCCc1sc(-c2c(C#N)c(N)nc3c2CCCCC3)cc1Br in HCT116 survival: -1.2
# O=[N+]([O-])c1ccc(SC2CCCCC2)c(C2SCCS2)c1 in HCT116 survival: 1.9
# CNCC1COCCO1 (configuration not stated) in HCT116 survival: -2

# Continuation:
SMILES,HCT116 survival
CN(C)c1nc(N)nc(Cn2nnn(-c3ccccc3Cl)c2=O)n1,-1.4
O=C(Nc1ccc2c(c1)OCO2)C(=O)Nc1ccc2c(c1)OCO2,-1.1
O=C(Cn1c(C(F)(F)F)nc2ccccc21)NC1CCCCC1,-2
CCOC(=O)C1CCCN(S(C)(=O)=O)C1 (configuration not stated),-1.5
CO[C@@H]1[C@@H](OC2OC(C)C(OC3CC(C)(O)C(O)C(C)O3)C(N(C)C)C2O)[C@@H](CC=O)C[C@@H](C)[C@@H](OC2CCC(N(C)C)C(C)O2)/C=C/C=C/C[C@@H](C)OC(=O)C[C@H]1O (some centres not stated),-1.2
NC(=O)CSc1nc2ccccc2s1,-1.7
C=C1CCC(O)C/C1=C\C=C1/CCCC2(C)C1CCC2C(C)CCCC(C)C (configuration not stated),-4.1
N#CC(C#N)=Cc1ccc(SC2CCCCC2)c([N+](=O)[O-])c1,1.8
O=C(Cc1cccs1)NCCN1CCOCC1,-1.1
Cc1cc[nH]c1/C=C(/C#N)C(=S)S,1.1
S=C1COC(c2ccc(Br)cc2)N1c1ccc(Br)cc1 (configuration not stated),-1.2
O=C(O)c1[nH]ncc1[N+](=O)[O-],1.9
O=C(CCl)Nc1nonc1NC(=O)CCl,-3.1
c1ccc(CCn2c(CSc3nc4ccccc4o3)nc3ccccc32)cc1,-1.1
Nc1nc2c(ncn2[C@@H]2O[C@H](CO)[C@@H](O)[C@H]2O)c(=O)[nH]1,i
CCCCN1C(=O)/C(=C/c2c(N3CCCC3)nc3c(C)cccn3c2=O)SC1=S,-1.8
S=c1oc(-c2ccco2)nn1CN1CCCCC1,-1.1
C=CCc1cc(C=C2C(=O)NC(=O)NC2=O)cc(OC)c1OCC(=O)O,-1.1
O=[n+]1c2ccccc2n([O-])c2ccc3ccccc3c21,-1.1
CCc1sc(/C=C(/C#N)C(=O)OC)cc1[N+](=O)[O-],-2.6

# Gathered by group: the entries above with a furan ring, fused or not.
SMILES,HCT116 survival
O=C1NC(=O)/C(=C\c2ccc(-c3cccc(C(F)(F)F)c3)o2)S1,-1.8
S=c1oc(-c2ccco2)nn1CN1CCCCC1,-1.1

# Remaining list, next part
SMILES,HCT116 survival
Nc1ccc2oc(-c3cc(Cl)ccc3Cl)nc2c1,1.8
CCOC(=O)/C(C#N)=C\c1cc(Br)c(CC)s1,-3.5
CC(=O)OC[C@H]1O[C@@H](n2ncc(=O)[nH]c2=O)[C@H](OC(C)=O)[C@@H]1OC(C)=O,-1.8
Cn1cnc2sc3c(c2c1=O)CCCC3,-1.2
CN(C)c1nc(N)nc(COc2cccc3c2OC(C)(C)C3)n1,-1.4
O=[N+]([O-])c1ccc(N=Cc2cc(Br)cc(Br)c2O)cc1,+
CCOC(=O)C1=C(C)NC2=C(C(=O)CCC2)C1c1cc(Br)c(C)s1 (configuration not stated),-1.6
Cc1[nH]n(-c2ccccc2)c(=O)c1N=O,1.2
Cn1c(COc2ccc(C3CCCCC3)cc2)n[nH]c1=S,2.9*
Fc1ccc(C2OC3CCCCC3c3sccc32)cc1 (configuration not stated),-1.2
CN(CCCN1c2ccccc2CCc2ccccc21)c1nc(-c2ccc(F)cc2)cs1,-1.3
CNC(=S)Nc1ccccc1,-1.9
O=c1cc(CSc2nc3ccccc3s2)c2ccccc2[nH]1,-1.1
C=CCNC(=S)NC1c2ccccc2Oc2ccccc21,-1.3
Fc1ccc(Nc2nc3nonc3nc2Nc2ccc(F)cc2)cc1,-39
c1ccc2nc3c(nc2c1)[nH]c1ccccc13,-1.6
CCOC(=O)C1=C(C)NC2=C(C(=O)CC(C)(C)C2)C1c1ccc(CC)s1 (configuration not stated),1.5
Cn1c(=O)oc2ccc(S(=O)(=O)NC3CCCc4ccccc43)cc21 (configuration not stated),-1.1
CCCCSc1ccc2nc(-c3ccccc3)cn2c1,-1.2
Cc1[nH]nc2c1C(c1cc(Br)c(C)s1)C(C#N)=C(N)O2 (configuration not stated),-1.7
CC(C)C(=O)N1CCCCCC1,1.2
COC(=O)Cn1c(=O)n(C)c2c(=O)n(C)c(=O)n(C)c21,-2.4
CC12CC3CC(C)(C1)CC(CC(=O)NCC14CC5CC(CC(C5)C1)C4)(C3)C2,3.1*
O=C1C=CC(=O)N1C1CCCCC1,-1.9
O=c1[nH]c2ccc(S(=O)(=O)N3CCOCC3)cc2[nH]1,-1.5
NCCCNc1ccc([N+](=O)[O-])cc1Cl,1.1
Nc1nc(=S)n(-c2ccccc2)[nH]1,-2.5
COc1ccc(N=Nc2c(N)n[nH]c2N)cc1,+
N#C/C(=C\Nc1ncccc1Cl)C(N)=S,-1.2

# Part of the list above in order of length of the SMILES, largest number first.
SMILES,HCT116 survival
CO[C@H]1/C=C/O[C@@]2(C)Oc3c(C)c(O)c4c(O)c(c(C=O)c(O)c4c3C2=O)NC(=O)/C(C)=C\C=C\[C@H](C)[C@H](O)[C@@H](C)[C@@H](O)[C@@H](C)[C@H](OC(C)=O)[C@@H]1C,1.1
COc1cc2c3cc1Oc1c(OC)c(OC)cc4c1[C@@H](Cc1ccc(O)c(c1)Oc1ccc(cc1)C[C@@H]3N(C)CC2)N(C)CC4,-1.6
Cc1ccc2c(c1)c1c3n2CCN(c2nc(-c4ccc(Cl)cc4)cs2)C3CCC1 (configuration not stated),1.4
CCN1CCN(c2cc3c(cc2F)c(=O)c(C(=O)O)cn3C2CC2)CC1,1.8
NS(=O)(=O)c1ccc(CNS(=O)(=O)c2ccc(Cl)cc2)cc1,1.1
O=[N+]([O-])c1ccc(N=Cc2cc(Br)cc(Br)c2O)cc1,+
Nc1ccc2oc(-c3cc(Cl)ccc3Cl)nc2c1,1.8
c1ccc2nc3c(nc2c1)[nH]c1ccccc13,-1.6
CC1=C(Cl)c2ccc(Cl)cc2S1(=O)=O,-1.4
O=C(O)C(=O)Cc1c[nH]c2ccccc12,-1.2
O=C(CCl)Nc1nonc1NC(=O)CCl,-3.1
Cn1cnc2sc3c(c2c1=O)CCCC3,-1.2
